# Source: PubChem
# MKP-3 inhibition = MKP-3 phosphatase inhibitors, primary screen, biochemical, rat enzyme, in vitro (AID 425). recombinant MKP-3 phosphatase activity, fluorescence; higher % means a stronger effect. inhibition, % at 20 µM, or IC50 in µM where a hit was titrated. 0.17% of 110,000 active; in the data active = inhibition above about 50%;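 also: plate controls were vehicle for no effect and reference inhibitor for full effect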
# Hsp70 displacement = Hsp70 inhibitors, probe displacement, primary screen, biochemical, fluorescence polarization (AID 583). Hsp70 fluorescence polarization probe displacement, mP; higher % means a stronger effect. 0.06% of 140,000 active. displacement, % at 20 µM, or IC50 in µM where a hit was titrated; in the data active = displacement above about 50%;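 also: plate controls were vehicle for no effect and reference ligand for full effect; a part of the inactive calls stands beside numbers as strong as those of hits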
# The depositor's hits bear a star; . = not tested or not shown; & = joins results of further samples.
SMILES,MKP-3 inhibition,Hsp70 displacement
CCC(C)(C)NC(=O)C(c1ccncc1)N(Cc1cccs1)C(=O)Cn1nnc2ccccc21 (stereo not given),-4.4%,7.6%
Cc1cc(NC(=O)CCC(=O)N(c2ccccc2)C2(C(=O)NC3CCCCC3)CCCC2)no1,-8.4%,-2.8%
CC(NC(=O)c1ccco1)C(c1cccs1)N1CCN(c2ccc(F)cc2)CC1 (stereo not given),1.3%,0.2%
O=C(C1CCCO1)N1CCN(S(=O)(=O)c2ccccc2)CC1 (stereo not given),-4.9%,5.8%
CSc1cccc(NC(=O)CN(C2CCCCC2)S(C)(=O)=O)c1,-12.1%,3.5%
CC(=O)c1ccc(NC(=S)NC(NC(=O)CC(C)C)C(Cl)(Cl)Cl)cc1 (stereo not given),3.1%,1.1%
COc1ccc(CNCC(CO)C2(c3ccccc3)CCOC(C)(C)C2)cc1 (stereo not given),3.9%,1.4%
O=C(O)C1(NS(=O)(=O)c2ccc(Cl)cc2)CCCCC1,.,1.2%
COc1ccc(CCNc2nc(C)nc3c2oc2ccccc23)cc1OC,4.9%,2.9%
Cc1[nH]nc2c1C(c1ccc(OC(=O)c3ccco3)cc1)C(C#N)=C(N)O2 (stereo not given),-9.5%,-1.5%
CC(C(=O)Nc1ccc(-c2nc3ccccc3o2)cc1)(c1ccccc1)c1ccccc1,2.2%,-6.7%
CN1C=C(C(F)(F)F)C=C/C1=C(\C#N)c1nnc2n1CCCCC2,-2.4%,-3.2%
COc1ccc(OC)c(NC(=O)CN(Cc2ccccc2)S(=O)(=O)c2ccccc2)c1,1.0%,0.5%
COc1ccc(-n2c(SC)nc3sc4c(c3c2=O)CCCC4)cc1,5.4%,-4.4%
CC1=C(C#N)c2nc(N)c(C#N)c(C)c2/C1=C\c1ccc(Br)o1,1.9%,-0.2%
Cc1ccc(NC(=O)COc2ccccc2C)c(Br)c1,-0.6%,-4.8%
CCOC(=O)c1ccc(COC(=O)CNC(=O)CNC(=O)c2ccc(OC)cc2)o1,-3.6%,3.5%
O=C(Nc1cccc2ccccc12)N1CCN(c2ccc(F)cc2)CC1,-6.4%,0.7%
CN(C)CCNC(CC(=O)Nc1ccc(Cl)c(Cl)c1)C(=O)O (stereo not given),-11.8%,2.7%
CCCN(CCC)C1=CC(=O)C(C(C)(C)C)=CC1=O,6.6%,-4.8%
O=C(CNC(=O)Cn1ccc2ccccc2c1=O)NCCCN1CCCCCC1,0.0%,-4.2%
CCOc1ccc(-n2nc3ccc(NC(=O)c4ccc5c(c4)OCCO5)cc3n2)cc1,.,8.4%
CN(C1=NS(=O)(=O)c2cc([N+](=O)[O-])ccc21)c1ccccc1,-3.0%,-0.9%
COc1ccccc1C1Nc2cc3ccccc3cc2C2=C1C(=O)CC(C)(C)C2 (stereo not given),1.4%,-0.1%
COc1cc(S(=O)(=O)NCc2ccccc2)ccc1F,-17.5%,.
Cc1ccc(-c2nn(C)c(=O)c3ccccc23)cc1CNC(=O)/C=C/c1ccccc1,.,-2.3%
O=C(O)C1CCC(=O)N1Cc1ccc(F)cc1 (stereo not given),.,-6.6%
Cn1c(CCNC(=O)C(C)(C)C)nc2ccccc21,-11.5%,2.5%
CC1(C(=O)NC2CCCC2)CCC(=O)N1Cc1cccs1 (stereo not given),-3.1%,2.8%
O=C(Nc1ccc(NC(=O)C2CC2)nc1)c1ccncc1,-2.0%,2.9%
CCn1c(=NC(=O)c2ccc(N3C(=O)CCC3=O)cc2)sc2c(OC)ccc(OC)c21,-3.2%,1.0%
Cc1ccc(S(=O)(=O)N/N=C/c2ccc([N+](=O)[O-])cc2)cc1,1.6%,-8.4%
COc1ccc(NC(=O)CSc2nnc(-c3ccccc3C)n2N)cc1,3.4%,-3.5%
CC(=O)c1c(C)cc(C)c(CSc2nc(C)cc(=O)[nH]2)c1C,3.9%,-2.0%
COc1ccc(N=C2CCCN2CC(N)=O)cc1,-1.3%,4.2%
O=C1C=C(c2cccs2)CC(c2cccs2)C1n1cnc([N+](=O)[O-])c1 (stereo not given),3.4%,2.5%&-0.9%
CCc1ccc(OCC(=O)Nc2ccc(NC(=O)c3ccco3)c(OC)c2)cc1,4.7%,-1.8%
CCOC(=O)c1[nH]c2cc3c(cc2c1NC(=O)CN1CC(C)CC(C)C1)OCO3 (stereo not given),-2.3%,2.9%
CCOc1ccc(NS(=O)(=O)c2ccc(OCC(=O)N3CCCC3)cc2)cc1,-10.1%,6.7%
Cn1c(CC(O)c2ccccc2)nc2ccccc21 (stereo not given),-0.9%,3.5%
O=C(c1cc(-n2cnnc2)ccc1Cl)N1CCN(c2nc(-c3ccccc3)cs2)CC1,-4.1%,2.1%
COC(=O)CN(n1cnnc1)S(=O)(=O)c1ccc(C)cc1,2.3%,0.3%
CC(C)CN1C(=O)/C(=C/c2cccc(Oc3ccccc3)c2)SC1=S,2.0%,-1.6%
Cc1cc(-c2ccccc2)nc(Oc2cccc(C(F)(F)F)c2)c1S(C)(=O)=O,.,0.6%
c1ccc(-c2nc(C3COc4ccccc4O3)cs2)cc1 (stereo not given),-4.2%,6.0%
Cc1ccc(C(=O)COC(=O)CCC(=O)NC2CCCCC2)cc1C,.,-0.6%
COCc1cc(C)nc(Nc2ccc(C)cc2C)c1C#N,-0.1%,-0.5%
CN(C)c1ccc(NC(=O)COc2ccc(Cl)cc2Cl)cc1,1.7%,-6.4%
Brc1ccc(Oc2ncc(CN3CCN(c4ccccc4)CC3)s2)cc1,.,-0.2%
CCCc1nc2oc3c(NCCN(C)C)ncnc3c2c2c1CCCC2,-5.0%,6.2%
Cn1c(COc2ccccc2)nnc1SCC(=O)NCc1ccccc1,-9.0%,-1.5%
Cc1cc(C)n(-c2nc3ccccc3[nH]c2=O)n1,-12.2%,7.2%
Cc1ccc(S(=O)(=O)N/N=C/c2[nH]c3ccccc3c2Cl)cc1,3.7%,-6.6%
c1cncc(-c2csc(NCc3ccco3)n2)c1,-0.6%,.
Cc1ccc(Cn2ccc(NC(=O)c3cc(-c4ccc(Cl)cc4)on3)n2)cc1,13.9%,4.2%
COC(=O)C1(c2ccccc2)NC(c2cccs2)C2C(=O)N(C)C(=O)C21 (stereo not given),0.1%,-1.0%
COc1ccc2c(c1)N(C(=O)CN1C(=O)c3ccccc3C1=O)C(C)(C)c1ssc(=S)c1-2,-0.2%,2.6%
CCN(CC)c1ccc(NC(=O)OC)cc1,.,-2.0%
O=C(Nc1ccncc1)c1cc(-c2ccccc2)nc2ccccc12,0.7%,-0.3%
COc1ccc(C(=O)O)cc1F,-6.4%,3.5%

# (listing goes on)
SMILES,MKP-3 inhibition,Hsp70 displacement
COc1ccc2c(c1OC)C(=O)N(c1cccc(Cl)c1)C2=O,0.5%,3.2%
Cc1nnc(NCCc2ccccc2)[nH]c1=O,-8.0%,-3.3%
COC(=O)c1ccc(CN2C(=O)NC3(CCC(C)CC3)C2=O)o1 (stereo not given),-8.2%,-6.2%
Cc1nn(CC(=O)Nc2sc(C)c(C)c2C(N)=O)c(C)c1[N+](=O)[O-],-2.8%,2.8%
COc1ccc(C)cc1S(=O)(=O)Nc1cccc(Cl)c1Cl,.,0.9%
Cc1ccc(C(=O)C2=C(O)C(=O)N(c3ncccn3)C2c2ccc(Cl)cc2)o1 (stereo not given),10.8%,-2.4%
Cc1ccccc1C(=O)Nc1nnc(-c2ccco2)s1,0.2%,0.9%
Cc1sccc1/C=N/NC(=O)c1ccc(C(C)(C)C)cc1,-0.2%,2.5%
Cc1ccc(CNC(=O)c2nc3nc(C)cc(C)n3n2)cc1,.,2.4%
CCOCCCNCC(=O)N1CCN(S(=O)(=O)c2ccc(C)cc2)CC1,-1.4%,4.7%
CCCc1cc(=O)[nH]c(SCC(=O)N(CC)C2CCS(=O)(=O)C2)n1 (stereo not given),.,4.7%
Cc1nc2ccccc2n1C1CC(=O)N(N(C)C)C1=O (stereo not given),.,-0.6%
CCc1ccc2oc(-c3cccc(NC(=O)COc4ccc(OC)cc4)c3)nc2c1,-0.8%,3.8%
CCOc1ccc(Nc2nc(C)cc(C)c2C#N)cc1,-5.0%,1.9%
O=C(/C=C/c1cccc([N+](=O)[O-])c1)Nc1ccc(O)c(-c2nc3ccccc3o2)c1,-4.7%,-1.0%

# Given with values under each structure: three of the compounds above.
# Order of values: MKP-3 inhibition	Hsp70 displacement
> COc1ccc2c(c1OC)C(=O)N(c1cccc(Cl)c1)C2=O
  0.5%	3.2%
> Cc1nnc(NCCc2ccccc2)[nH]c1=O
  -8.0%	-3.3%
> COC(=O)c1ccc(CN2C(=O)NC3(CCC(C)CC3)C2=O)o1 (stereo not given)
  -8.2%	-6.2%

# Next section
SMILES,MKP-3 inhibition,Hsp70 displacement
COc1ccc(NC(C)=O)cc1NC(=O)CSc1nnc(-c2cccnc2)n1C,4.2%,-1.0%
CCN(CC)c1ccc(/C=N/NC(=O)c2cc(Br)ccc2O)c(O)c1,-1.2%,-5.0%
COc1ccccc1CC1(C)NC(=O)N(CC(=O)Nc2cc(C)on2)C1=O (stereo not given),-5.0%,9.3%
COc1ccc(C)cc1NC(=O)C1CC(=O)OC12CCCCC2 (stereo not given),-11.4%,.
Cc1cc2c(c(=O)n1CCc1ccccc1)C(c1ccco1)C(C#N)=C(N)O2 (stereo not given),.,-0.1%
O=C(C1CC(c2ccc(F)cc2)=NO1)N1CCCCC1 (stereo not given),0.1%,-3.8%
COc1ccc(N(C(C)C(=O)NC2CCCCCC2)S(C)(=O)=O)cc1 (stereo not given),3.2%,-2.5%
CCOC(=O)c1c(NC(=O)c2ccc(F)cc2)sc(C)c1CC,1.5%,-1.5%
O=C(NCCCOC(=O)c1ccccc1Br)c1ccccc1Br,-0.3%,-3.5%
Cc1ccc(S(=O)(=O)N(C)CCCC(=O)n2nc(C)cc2C)cc1,2.3%,-1.1%
COc1ccc(Cn2c(CCC(=O)O)nc3cccnc32)cc1,7.2%,-12.0%
COc1ccccc1C(=O)N1CC2(C)CC1CC(C)(C)C2 (stereo not given),.,4.9%
C=CCc1cc(/C=C2\C(=O)NC(=S)N(c3cccc(Br)c3)C2=O)cc(OC)c1O,5.2%,-5.0%
CN(C)c1nc(C(=O)OCCO)nc(N(C)C)n1,.,2.7%
C/C(CC(=O)NC12CC3CC(CC(C3)C1)C2)=N\NC(=O)c1ccccc1I,0.7%,-1.6%

# Some of the entries so far, with the structure last:
MKP-3 inhibition | Hsp70 displacement | canonical_smiles
-11.4% | . | COc1ccc(C)cc1NC(=O)C1CC(=O)OC12CCCCC2 (stereo not given)
2.3% | -1.1% | Cc1ccc(S(=O)(=O)N(C)CCCC(=O)n2nc(C)cc2C)cc1
. | -0.1% | Cc1cc2c(c(=O)n1CCc1ccccc1)C(c1ccco1)C(C#N)=C(N)O2 (stereo not given)
. | 4.9% | COc1ccccc1C(=O)N1CC2(C)CC1CC(C)(C)C2 (stereo not given)
4.2% | -1.0% | COc1ccc(NC(C)=O)cc1NC(=O)CSc1nnc(-c2cccnc2)n1C
-1.2% | -5.0% | CCN(CC)c1ccc(/C=N/NC(=O)c2cc(Br)ccc2O)c(O)c1

# Following part:
SMILES,MKP-3 inhibition,Hsp70 displacement
Cn1ncc(C#N)c1/N=C/N1CCCCCC1,.,0.4%
Cc1csc(NC(=O)Cc2coc3cc(C)c(C(C)C)cc23)n1,.,1.0%
COc1ccc(NC(=O)CSc2nc3ccccc3c(=O)n2-c2ccc3c(c2)OCO3)c(OC)c1,3.7%,19.5%
Cc1onc(-c2c(F)cccc2Cl)c1C(=O)Nc1c(C)n(C)n(-c2ccccc2)c1=O,-1.5%,-3.1%
CCc1ccc(-c2cn(-c3nc(C)cc(C)n3)c(=N)o2)cc1,-1.8%,-2.1%
Clc1cccc(CSc2nnc(-c3ccc(Cl)cc3Cl)o2)c1,3.8%,1.5%
O=[N+]([O-])c1ccc(Sc2cccc3cccnc23)c([N+](=O)[O-])c1,.,1.2%
Cc1ccc(C(=O)N2CCN(C(=O)N3CCOCC3)CC2)cc1,.,-0.6%
CC(C(=O)NCCCN1CCOCC1)(c1ccccc1)c1ccccc1,3.3%,-0.6%
O=C(Nc1ccc(Br)cc1F)c1ccncc1,-0.2%,0.8%
Cc1ccc(N2CC(C(=O)N3CCN(c4ccccc4)CC3)CC2=O)cc1 (stereo not given),-4.6%,4.4%
COc1ccc(-n2c(/C=C/N(C)C)c([N+](=O)[O-])c3ccc(O)c(COC(C)=O)c32)cc1,-0.9%,1.4%
CN(CC(=O)N1CCCc2c1c(=O)oc1ccc(O)cc21)Cc1ccccc1,0.5%,2.1%
O=C(NCC(c1cccnc1)N1CCN(c2ccccc2)CC1)c1ccc2c(c1)OCO2 (stereo not given),2.1%,-4.7%
CCOC(=O)N1CCN(C(=O)/C(=C/c2ccc3c(c2)OCO3)NC(=O)c2cccs2)CC1,-1.1%,3.7%
Cc1cc(NC(=O)COc2cccc3cccnc23)no1,1.9%,15.5%
CCCCNCCCOc1ccccc1CC,-0.3%,8.4%
Cc1ccc2cc(C#N)c(N3CCCN(S(=O)(=O)c4ccc(F)cc4)CC3)nc2c1,.,-0.5%
CC1CCOP(=O)(C(Nc2ccc(C(C)C)cc2)c2ccc([N+](=O)[O-])cc2)O1 (stereo not given),3.9%,-0.1%
NC(=O)c1cc(NC(=O)c2ccc(Cl)c(Cl)c2)cc(C(N)=O)c1,1.6%,-0.7%
Clc1ccc(Nc2nc(N/N=C\c3cccnc3)nc(N3CCOCC3)n2)cc1,-29.1%,0.2%
CCOC(=O)CN(C(=O)Cn1nnc2ccccc21)C(C(=O)NCCOC)c1ccccc1C (stereo not given),6.2%,-0.7%
CC(C)Oc1ccc(C(=O)Nc2ccc(N(C)C)cc2)cc1,-2.5%,-3.3%
Cc1ccc2oc(-c3cc(NC(=O)c4ccc(C(C)(C)C)cc4)ccc3O)nc2c1,3.9%,-2.8%
CC(C)Cn1c(=S)[nH]c2sc3c(c2c1=O)CC(C)(C)OC3,3.9%,0.1%

# An excerpt; the hit share may differ from the screen's.
